Tb PGK inh: qHTS Assay to Find Inhibitors of Phosphoglycerate Kinase; 380,000 compounds, 0.043% hits; Phosphoglycerate kinase, glycosomal (Trypanosoma brucei brucei), P07378; AID 602233, 2012; PGK/GAPDH coupled, Kinase-Glo luminescence, 60 min; Potency, µM (doses to about 57.5 µM), without a hit: at the highest dose activity change, negative = inhibition, usual class: inhibitors; note: % is set by controls: 0 for no effect and ±100 for the full control effect; nearly all actives have a fitted effect of over 60% in size
Target sequence (P07378 whole entry, looked up): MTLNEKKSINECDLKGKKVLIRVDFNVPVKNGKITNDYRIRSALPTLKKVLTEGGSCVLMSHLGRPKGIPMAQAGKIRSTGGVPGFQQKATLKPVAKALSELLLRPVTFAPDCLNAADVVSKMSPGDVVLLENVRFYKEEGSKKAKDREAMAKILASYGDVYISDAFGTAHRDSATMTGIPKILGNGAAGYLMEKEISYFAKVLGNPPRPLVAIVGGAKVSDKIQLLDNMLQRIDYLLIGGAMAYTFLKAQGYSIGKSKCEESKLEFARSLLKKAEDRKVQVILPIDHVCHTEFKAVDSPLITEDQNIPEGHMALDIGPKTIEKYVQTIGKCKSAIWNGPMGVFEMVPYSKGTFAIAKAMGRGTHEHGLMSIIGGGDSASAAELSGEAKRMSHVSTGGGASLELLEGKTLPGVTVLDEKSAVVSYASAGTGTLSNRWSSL
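Recombinant glycosomal PGK reaction used 1,3-bisphosphoglycerate generated in-well by GAPDH (100nM final) in 100mM TEA pH 7.6, 5mM MgCl2, 0.01% Tween-20. After 60 minutes at room temperature, ATP was read by Kinase-Glo Plus luminescence end-point.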
JMJD2A Tudor inh: qHTS Assay for Inhibitors of JMJD2A-Tudor Domain | AID 504339, 2011 | Potency, µM (doses to about 114 µM), for the others: at the highest dose activity change, negative = inhibition, actives largely listed as inhibitors | Lysine-specific demethylase 4A (Homo sapiens), O75164 | AlphaScreen JMJD2A-Tudor / H3K4me3 peptide binding | 390,000 compounds, 4.4% hits; note: % is set by controls: 0 for no effect and ±100 for the full control effect; nearly all actives have a fitted effect of over 50% in size
BAZ2B block: qHTS Assay for Inhibitors of BAZ2B | AlphaScreen BAZ2B-H3K14Ac peptide displacement | Potency, µM (titrated, usually from 114 µM), without a hit: at the top dose activity change, negative = inhibition, most hits filed as inhibitors | 360,000 compounds, 4.4% hits; note: % is set by controls: 0 for no effect and ±100 for the full control effect; nearly all actives have a fitted effect of over 60% in size
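AlphaScreen displacement: compounds (up to 110uM) incubated 30 min at room temperature with a preformed 50 nM BAZ2B/50 nM biotinylated H3K14Ac peptide complex in PBS pH 7.4 with Tween-20. Donor and acceptor beads at 10 ug/mL final added, 20 min light-protected before reading.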
Pol iota inh: qHTS for Inhibitors of Polymerase Iota. DNA polymerase iota (Homo sapiens), Q9UNA4. Pol iota fluorescent replication assay, 10 min. Potency, µM (top dose mostly 115 µM), for inactives: at the highest dose activity, negative = inhibition, usual class: inhibitors. 390,000 compounds, 1% hits
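Pol iota at 10 nM preincubated 15 min with compounds at room temperature; reaction started with fluorescent substrate, 50 nM final. Fluorescence read kinetically at 0 and 10 min; buffer-only wells as negative control.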
GLS inhibitor: qHTS for Inhibitors of Glutaminase (GLS); GLS enzymatic activity, qHTS titration; Potency, µM (top dose mostly 45.5 µM), for inactives: top-dose activity change, negative = inhibition, actives largely listed as inhibitors; Glutaminase kidney isoform, mitochondrial (Homo sapiens), O94925; 410,000 compounds, 0.21% hits; note: % is set by controls: 0 for no effect and ±100 for the full control effect
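hKGA in 45 mM KH2PO4 (pH 8.2), 0.02% Tween-20 with compound, then 1mM L-Glutamine (stock as added) plus glutamate oxidase/HRP/Amplex red coupling mix. Fluorescence read initially and after 30 min at RT; signal change reflects glutamate formation.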
BLM helicase inh: qHTS Assay for Inhibitors of Bloom's syndrome helicase (BLM); RecQ-like DNA helicase BLM (Homo sapiens), P54132; recombinant BLM DNA unwinding, fluorescence dequenching; Potency, µM (titrated, usually from 56.1 µM), for the others: at the top dose activity change, negative = inhibition, usual class: inhibitors; 350,000 compounds, 0.2% hits; AID 2528, 2010;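 note: plate controls were vehicle for no effect and no enzyme for full effect; nearly all actives have a fitted effect of over 35% in size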
HP1b chromo inh: HTS for Inhibitors of HP1-beta Chromodomain Interactions with Methylated Histone Tails; AlphaScreen HP1-beta / biotin-H3K9me3 peptide binding; 390,000 compounds, 0.56% hits; AID 540317, 2011; Chromobox protein homolog 1 (Homo sapiens), P83916; Potency, µM (top dose mostly 114 µM), without a hit: at the top dose activity change, negative = inhibition, actives largely listed as inhibitors; note: nearly all actives have a fitted effect of over 70% in size; inactives centre near 23
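Compound inhibition of the preformed complex between 50 nM HP1-beta and 50 nM biotinylated H3K9me3 peptide was read by AlphaScreen. Buffer was PBS pH 7.4 with 0.01% Tween-20. Incubations ran 30 min at room temperature, with 10 ug/mL donor/acceptor beads.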
G9a block: qHTS Assay for Inhibitors of Histone Lysine Methyltransferase G9a; 350,000 compounds, 8.8% hits; Potency, µM (series often up to 102 µM), for inactives: at the highest dose activity, negative = inhibition, most hits filed as inhibitors; Histone-lysine N-methyltransferase EHMT2 (Homo sapiens), Q96KQ7; G9a H3K9 monomethylation, AlphaScreen, 2 h; note: % is set by controls: 0 for no effect and ±100 for the full control effect; nearly all actives have a fitted effect of over 75% in size
Target sequence (Q96KQ7 913-1193 limits assumed): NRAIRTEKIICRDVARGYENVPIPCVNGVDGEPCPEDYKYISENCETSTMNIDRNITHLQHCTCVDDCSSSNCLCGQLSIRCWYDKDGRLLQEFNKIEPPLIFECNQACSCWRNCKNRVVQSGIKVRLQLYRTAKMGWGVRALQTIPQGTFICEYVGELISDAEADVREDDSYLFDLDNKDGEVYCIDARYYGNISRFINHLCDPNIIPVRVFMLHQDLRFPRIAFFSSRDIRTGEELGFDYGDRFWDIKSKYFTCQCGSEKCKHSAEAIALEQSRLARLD
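Methyltransferase reactions run at room temperature for 2 h (20 nM enzyme, 500 nM biotin-H3K9 peptide, 20 uM SAM) after a 15 min compound preincubation; product detected by AlphaScreen beads and anti-H3K9me1 antibody.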
Pin1 inhibitor: qHTS Assay to Find Inhibitors of Pin1. Potency, µM (titrated, usually from 115 µM), for inactives: top-dose activity, negative = inhibition, hits mostly inhibitors. Peptidyl-prolyl cis-trans isomerase NIMA-interacting 1 (Homo sapiens), Q13526. 390,000 compounds, 0.009% hits. Pin1 FP peptide displacement, HiFluor488, 10 min; active = well fitted inhibition curve with a large enough effect in the polarisation, with a control signal flat, not every such curve was filed as active; inconclusive = small, poorly fitted or top-dose-only effect, or effect the other way, or a change in a side signal; inactive = no such curve, though single readings can be large or run the other way; the % refers to the polarisation; note: % is set by controls: 0 for no effect and ±100 for the full control effect
Target sequence (Q13526 whole entry, looked up): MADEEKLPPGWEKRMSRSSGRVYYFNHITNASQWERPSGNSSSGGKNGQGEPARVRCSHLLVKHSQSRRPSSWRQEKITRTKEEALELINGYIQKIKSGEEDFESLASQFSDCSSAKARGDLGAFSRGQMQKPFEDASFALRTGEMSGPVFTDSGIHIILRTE
Starred values were filed as active, the others as inactive; i = inactive; ? = inconclusive; . = not tested or not shown; & = joins results of further samples; [ ] = dose if it differs, or a comment. Unless noted, calls come from the whole dose curve; as a rule, active = well fitted curve in the direction sought with a large enough effect; inconclusive = small, poorly fitted or top-dose-only effect, or another doubt; inactive = no such curve, though single readings can be large; an effect the other way counts as inactive or inconclusive. Potency is the fitted concentration of half-maximal effect.

SMILES	Tb PGK inh	JMJD2A Tudor inh	BAZ2B block	Pol iota inh	GLS inhibitor	BLM helicase inh	HP1b chromo inh	G9a block	Pin1 inhibitor
Cc1ccc(S(=O)(=O)N2CCN(C(=O)COC(=O)c3ccccc3Cl)CC2)c(C)c1	-4%	-19%	-3%	-5%	-1%	.	20%	-8%[12.7 µM]	7%
O=C1CC(C(=O)Nc2ccc(Cl)c(Cl)c2)S/C(=N\N=C\c2ccco2)N1 (centres undefined)	7%	-17%	-6%	128%[activator]	2%	2%	11%	18%	-2%
CCOC(=O)Nc1ccc(NC(=O)c2ccccc2F)cc1	.	-6%	-2%	-13%	-1%	-2%	29%	-4%	-1%
O=C(Nc1ccc(CN2CCOCC2)cc1)c1ccc(F)cc1	-10%	4%	-9%	16%	-8%	-8%	40%[activator]	-4%	-9%
CSCCC(NS(=O)(=O)c1ccc2c(c1)OCCO2)C(=O)N(C)Cc1ccccc1F (centres undefined)	-6%	-23%	-21%	6%	-4%	.	22%	-1%[12.7 µM]	1%
O=S1(=O)CCN2C=C(Br)C=C(Br)C2=N1	0%	-1%	3%	9%	-5%	1%	36%	8%	-3%
CCN(c1ccccc1)c1nnc(NC(=O)Nc2ccccc2F)s1	i	-9%	-7%	5%	0%	-12%	23%	-27%[59 µM]	6%
CCCCCn1c(CN2CCN(c3cccc(Cl)c3)CC2)nc2c1c(=O)[nH]c(=O)n2C	3%	-34%	3%	12%	2%	-4%	23%	?	?
CCOc1ccc(S(=O)(=O)NCCC(=O)N2CCN(c3ccccc3O)CC2)cc1	-3%	-14%	1%	23%	19%	.	17%	-9%[2.33 µM]	7%
CCOC(=O)C1CCN(C(=O)COC(=O)/C=C/c2cccc(OC)c2OC)CC1	7%	5%	.	-9%	0%	.	42%[activator]	.	0%
CCN1CCN(CCCNC(=O)c2cc3c(=O)n(C)c4ccccc4c3s2)CC1	-13%	3%	.	-16%	-30%	66%[activator]	62%[activator]	-8%[59 µM]	-1%
CCSc1nc2cc(OC)c(OC)cc2c(=O)n1CCc1ccccc1	-8%	-17%	-2%	30%	-4%	-4%	19%	-21%	2%
CCN1C(=O)C(Cc2nc3ccccc3c(=O)n2C)c2cc(C)ccc21 (centres undefined)	2%	-4%	2%	16%	2%	1%	25%	4%[59 µM]	-2%
C/C(=N\NC(=O)c1ccc(CSc2nncn2C)cc1)c1ccc2ccccc2c1	-7%	-12%	6%	17%	-3%	0%	32%[activator]	-7%[59 µM]	-1%
Cc1nc(Nc2c(Cl)cccc2Cl)sc1C(=O)Nc1ccccc1	1%	-8%	?	49%[activator]	2%	-13%	25%	50µM*	-5%
COC(=O)c1ccc(/C=N/N2CCN(Cc3ccccc3Cl)CC2)cc1	-2%	8.9µM*	-27%	26%	0%	-5%	-18%	1%	3%
Cc1cccc(OCC(=O)Nc2ccncc2)c1	10%	-1%	.	54%[activator]	-3%	.	32%	.	5%
ON=C1c2cc(OCCN3CCCCC3)ccc2-c2ccc(OCCN3CCCCC3)cc21	19%	?	?	83%[activator]	2%	69%[activator]	-4%	.	1%
C=CCn1c(SCc2nc3ccccc3c(=O)[nH]2)nc2sc3c(c2c1=O)CCCC3	-3%	-4%	-3%	-2%	0%	-2%	51%[activator]	?	10%
COc1ccc(-c2c(-c3ccsc3)oc(=O)c3cc(OC)c(OC)cc23)cc1	5%	-1%	0%	3%	5%	.	38%	5%[0.501 µM]	2%
COC(=O)C(CC(C)C)NC(=O)c1ccc([N+](=O)[O-])c(C)c1 (centres undefined)	8%	7%	6%	11%	10%	-3%	35%	9%[59 µM]	1%
COc1ccc(-c2nn(-c3ccccc3)cc2C(=O)NC(=S)Nc2cc(Cl)ccc2Cl)cc1	-4%	-25%	-20%	72%[activator]	-1%	-1%	-6%	12%[59 µM]	7%
Cc1ccc2oc(-c3ccc(Cl)c(NC(=O)Cc4ccccc4)c3)nc2c1	-4%	5%	3%	-2%	-5%	-2%	37%	1%[59 µM]	0%
Cc1ccc(Cl)cc1N1CCN(C(=O)c2noc(C)c2[N+](=O)[O-])CC1	5%	-35%	?	43%[activator]	-11%	-7%	11%	.	?
Brc1ccc(OCCN2CCOCC2)cc1	-2%	0.89µM*	?	66%[activator]	3%	2%	?	28µM*	-10%
SMILES	Tb PGK inh	JMJD2A Tudor inh	BAZ2B block	Pol iota inh	GLS inhibitor	BLM helicase inh	HP1b chromo inh	G9a block	Pin1 inhibitor
CC(C)(C)NC(=O)CSc1nncn1-c1ccccc1	-6%	-7%	8%	24%	5%	1%	27%	0%[2.33 µM]	3%
CNS(=O)(=O)c1ccc(NC(=O)Nc2ccc3c(c2)OCO3)cc1	-2%	-22%	?	25%	28%	-9%	2%	?	-1%
Cc1ccc(-c2noc(-c3cccs3)n2)cc1	-12%	179%[activator]	64%[activator]	26%	-5%	-2%	109%[activator]	63%[activator]	0%
CCOC(=O)Cn1c(=O)oc2cc(S(=O)(=O)NCc3ccccn3)ccc21	-5%	?	-2%	-16%	0%	-8%	24%	0%	14%
CS(=O)(=O)N1CCN=C1SCc1cccc(F)c1	7%	11%	-2%	26%	-1%	1%	38%	67%[activator]	-2%
CCC1CCc2c(sc(NC(=O)c3cnccn3)c2C(N)=O)C1 (centres undefined)	-9%	?	-36%	15%	-24%	-7%	?	3.5µM*	-3%
Cc1ccccc1C(=O)Nc1ccc(O)cc1C(=O)O	-2%	-5%	-38%	-9%	1%	-2%	38%[activator]	26%[12.7 µM]	3%
CC1CCN(C(=O)CS(=O)(=O)Cc2ccccc2)CC1	-5%	-3%	2%	26%	-4%	1%	27%	5%	-2%
O=C1OCCN1C(=O)[C@H]1[C@H](c2ccc(Cl)cc2)C(c2ccccc2)=NN1c1ccc(Br)cc1	i	35%	.	5%	-3%	-12%	87%[activator]	108%[activator][59 µM]	5%
COc1ccc(NC(=O)c2scc(S(=O)(=O)C(C)C)c2N)cc1	-3%	-10%	-10%	3%	9%	-5%	19%	16%[59 µM]	-13%
N#Cc1cccnc1N1CCN(C(=O)COCC(=O)O)CC1	-6%	5%	-25%	?	-7%	1%	64%[activator]	.	-7%
Cc1c(C)c2ccc(OCC(=O)NC3CCN(Cc4ccccc4)CC3)cc2oc1=O	-8%	-15%	-23%	21%	-13%	32%[activator]	56%[activator]	20%	-5%
Cn1c(=O)n(C)c2cc(S(=O)(=O)Nc3ccccc3C(=O)O)ccc21	2%&-4%	-18%&3%	-31%&-26%	127%&8%[activator]	3%&0%	-3%&1%	20%&29%	8%	-7%&-3%
O=C(N/N=C/C=C/c1ccccc1)c1cccs1	i	-8%	-3%	-4%	0%	-3%	29%	6%	0%
C[C@H]1C=C(C(=O)O)O[C@@H](OCc2ccc(CO)cc2)C1	10%	-9%	.	9%	3%	.	22%	.	-3%
O=[N+]([O-])c1cc(C(F)(F)F)cc([N+](=O)[O-])c1NCc1cccnc1	-6%	-33%	-28%	7%	4%	-1%	-19%	50µM*	-1%
Cc1c(C(C)CCCO)oc(=O)c2c1Oc1c(C)c(C(C)C[C@H](C)O)oc(=O)c1C2 (some centres undefined)	8%	-17%	-21%	-2%	7%	.	26%	13%[0.501 µM]	-2%

No new results follow: entries from further up.
SMILES	Tb PGK inh	JMJD2A Tudor inh	BAZ2B block	Pol iota inh	GLS inhibitor	BLM helicase inh	HP1b chromo inh	G9a block	Pin1 inhibitor
Cc1ccc(-c2noc(-c3cccs3)n2)cc1	-12%	179%[activator]	64%[activator]	26%	-5%	-2%	109%[activator]	63%[activator]	0%
CCOC(=O)Cn1c(=O)oc2cc(S(=O)(=O)NCc3ccccn3)ccc21	-5%	?	-2%	-16%	0%	-8%	24%	0%	14%
CS(=O)(=O)N1CCN=C1SCc1cccc(F)c1	7%	11%	-2%	26%	-1%	1%	38%	67%[activator]	-2%
CCC1CCc2c(sc(NC(=O)c3cnccn3)c2C(N)=O)C1 (centres undefined)	-9%	?	-36%	15%	-24%	-7%	?	3.5µM*	-3%
Cc1ccccc1C(=O)Nc1ccc(O)cc1C(=O)O	-2%	-5%	-38%	-9%	1%	-2%	38%[activator]	26%[12.7 µM]	3%
CC1CCN(C(=O)CS(=O)(=O)Cc2ccccc2)CC1	-5%	-3%	2%	26%	-4%	1%	27%	5%	-2%
O=C1OCCN1C(=O)[C@H]1[C@H](c2ccc(Cl)cc2)C(c2ccccc2)=NN1c1ccc(Br)cc1	i	35%	.	5%	-3%	-12%	87%[activator]	108%[activator][59 µM]	5%
COc1ccc(NC(=O)c2scc(S(=O)(=O)C(C)C)c2N)cc1	-3%	-10%	-10%	3%	9%	-5%	19%	16%[59 µM]	-13%
N#Cc1cccnc1N1CCN(C(=O)COCC(=O)O)CC1	-6%	5%	-25%	?	-7%	1%	64%[activator]	.	-7%
Cc1c(C)c2ccc(OCC(=O)NC3CCN(Cc4ccccc4)CC3)cc2oc1=O	-8%	-15%	-23%	21%	-13%	32%[activator]	56%[activator]	20%	-5%

Source: PubChem BioAssay (National Center for Advancing Translational Sciences (NCATS))

Not all compounds are listed, so the mix of outcomes need not match the whole.
